Calpain2 inh: blocks pig calpain II enzyme activity; 220,000 tested, 0.37% active; inhibition, % at 16 µM; purified calpain II, fluorogenic peptide substrate, 30 min;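 active means inhibition above about 50%, limit read from the data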
TNF death inh: TNF-alpha cell death inhibition in Jurkat FADD-/- cells; Jurkat FADD-/- TNF necroptosis rescue, ATP luminescence, 24 h; 0 = TNF only, 100 = no-TNF cells; activation (protection from cell death), % at 10 µM; 220,000 tested, 0.068% active; AID 463075;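 active means activation, meaning protection from cell death, of at least 50% relative to plate controls; inactive means activation below 50%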;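 further: necroptosis triggered by 40 ng/mL TNF-alpha added together with compound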
PERK inhibitor: blocks human PERK kinase; AID 1416; inhibition, % at 5.6 µM; 220,000 tested, 0.17% active; CHO PERK-DD fusion, SEAP luminescence translation reporter;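 active means inhibition above the mean inhibition of all tested compounds plus 3 SD, set separately per screening campaign, cut at about 2.9% in these data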;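 further: PERK kinase domain activated by AP20187 dimerizer at 100 nM; 0% = DMSO with dimerizer and 100% = rapamycin at 8.4 µM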
eIF4E 4G PPI: eIF4E/eIF4G interaction inhibition in translation initiation; P63073+Q04637; TR-FRET eIF4E-eIF4GI(517-606) binding, 2 h; inhibition, % at 21.7 µM; 220,000 tested, 0.37% active;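 active means inhibition above about 30%, limit read from the data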;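 further: 0% = full FRET control wells and 100% = background wells lacking eIF4GI fragment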
Rad51 HR inh: Rad51 (human) homologous recombination inhibition. Q06609. hRad51 DNA strand exchange, fluorescence dequenching. inhibition, % at 10 µM. 200,000 tested, 0.085% active;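 active means inhibition above 40% at the single screening dose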;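 further: 0% = DMSO control wells and 100% = blanks with heterologous ssDNA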
Target sequence (Q06609 whole entry, looked up): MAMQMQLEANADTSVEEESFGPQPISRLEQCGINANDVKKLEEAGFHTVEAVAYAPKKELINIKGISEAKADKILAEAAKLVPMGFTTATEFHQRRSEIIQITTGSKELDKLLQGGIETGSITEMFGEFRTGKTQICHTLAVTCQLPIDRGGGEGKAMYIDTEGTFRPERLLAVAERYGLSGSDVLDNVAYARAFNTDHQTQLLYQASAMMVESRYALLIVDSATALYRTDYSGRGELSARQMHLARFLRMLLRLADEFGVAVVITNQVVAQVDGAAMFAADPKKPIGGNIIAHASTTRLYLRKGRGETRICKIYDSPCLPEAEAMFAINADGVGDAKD
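Test system: preformed human Rad51 ssDNA filaments. Compound dosing: single dose, 10 µM final compound. Incubation: filaments 15 min 37 °C, then compound 30 min. Technique: FRET fluorescence dequenching, excitation 485 nm, emission 520 nm. Read-out basis: percent inhibition from fluorescence, normalised to plate control and blank means. Benchmarks: plate controls and plate blanks.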
KCC2 mod: modulates chloride dependent transport by human KCC2; KCC2 cells, thallium flux FluoZin-2 fluorescence; B-score of Tl+ flux slope (higher = more flux/activation; lower = inhibition) at 10 µM; Q9H2X9; 190,000 tested, 2.2% active; AID 1456;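 active means thallium flux slope and its plate-corrected score both differing from the plate sample mean at a set confidence after two filtering rounds, in either direction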;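 further: slope of fluorescence scaled to starting intensity during 10 to 20 s after thallium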
EBV gp42 inh: inhibitors of Epstein-Barr virus glycoprotein 42 | Fluorescence polarization binding assay, mP read-out | AID 1085 | inhibition, % (tested at 21.74 µM) | Q1HVG2 | 220,000 tested, 0.42% active; in the data active means inhibition above about 50%
Target sequence (Q1HVG2 whole entry, looked up): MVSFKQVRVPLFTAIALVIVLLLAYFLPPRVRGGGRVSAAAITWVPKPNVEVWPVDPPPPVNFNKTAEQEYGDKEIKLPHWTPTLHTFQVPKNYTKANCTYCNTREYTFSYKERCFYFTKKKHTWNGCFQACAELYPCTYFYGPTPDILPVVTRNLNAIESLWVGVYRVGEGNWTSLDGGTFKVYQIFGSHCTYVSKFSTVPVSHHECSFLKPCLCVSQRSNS
Mdm2 ligase inh: blocks human Mdm2 ubiquitin ligase activity; Q00987; cell-based MDM2 ubiquitination luciferase reporter, 2 h; 0 = plate control, 100 = twice control, blank-subtracted; signal enhancement, % at 5 µM; 210,000 tested, 0.11% active;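 active means signal enhancement of 30% or more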;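 further: luminescence tracks abundance of the self-degrading MDM2-luciferase fusion protein; higher signal means inhibition of MDM2 E3 ligase activity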
Target sequence (Q00987 whole entry, looked up, the tested form may be a part): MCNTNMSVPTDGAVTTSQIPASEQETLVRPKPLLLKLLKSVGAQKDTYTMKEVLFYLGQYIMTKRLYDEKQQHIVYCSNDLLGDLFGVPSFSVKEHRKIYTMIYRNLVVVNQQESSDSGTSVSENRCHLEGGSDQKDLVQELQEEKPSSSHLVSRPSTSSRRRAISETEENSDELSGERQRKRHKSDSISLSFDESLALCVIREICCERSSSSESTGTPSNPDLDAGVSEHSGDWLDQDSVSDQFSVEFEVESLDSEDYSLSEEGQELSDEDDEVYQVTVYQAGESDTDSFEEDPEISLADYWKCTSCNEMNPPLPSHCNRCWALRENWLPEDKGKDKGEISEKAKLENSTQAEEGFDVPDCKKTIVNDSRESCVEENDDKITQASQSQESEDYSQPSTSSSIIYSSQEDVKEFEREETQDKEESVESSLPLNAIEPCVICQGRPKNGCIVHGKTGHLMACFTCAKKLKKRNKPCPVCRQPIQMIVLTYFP
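Test system: stable mammalian line carrying autodegrading MDM2–luciferase fusion reporter; quantity: 2000 cells in each well; times: 4 h cell settling then 2 h compound exposure, 37 °C; detection: luminescence with SteadyLite reagent, 15 min at room temperature; evaluation: percent signal gain over controls, blank-subtracted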
L929 necroptosis: blocks zVAD induced death of L929 cells | L929 zVAD necroptosis rescue, ATP luminescence, 24 h; with zVAD 60 µM | viability rescue, % at 10 µM | 220,000 tested, 0.38% active;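 active means activation, scaled between plate controls, above about 75%, limit read from the data; inactive means activation under that limit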;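 further: 0% = zVAD with DMSO and 100% = DMSO alone without zVAD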
* = called active by the depositor; · = not tested or not shown; [ ] = another dose, or the depositor's remark. Hits appear at their usual frequency. Share with any hit: about 3.6%.

SMILES | Calpain2 inh | TNF death inh | PERK inhibitor | eIF4E 4G PPI | Rad51 HR inh | KCC2 mod | EBV gp42 inh | Mdm2 ligase inh | L929 necroptosis
Cc1nonc1OCCNCc1c(C(=O)N(C)C)nc2ccc(Cl)cn12 | 12 | -0.2 | 0.1 | 2 | 13 | 0.027 | -7 | -23 | 0.1
O=C(O)CNC1=NCCCCC1 | -3 | -0.7 | 0.1 | -6 | -5 | 0.98 | -17 | -14 | 0.0
COC(=O)CNC(=O)CN1c2cccc3cccc(c23)S1(=O)=O | -137 | -0.2 | -1.2 | 2 | -7 | -0.042 | -8 | -10 | 1.6
O=C1/C(=C/N(C(=O)c2ccco2)c2ccc(Br)cc2)Sc2ccccc21 | 6 | -2.3 | -0.2 | -1[fluorescence artefact?] | -55 | 0.03 | -6 | -53 | 0.3
CCCOc1ccc(C(CC(=O)O)NC(=O)C23CC4CC(CC(C4)C2)C3)cc1 (configuration not stated) | -1 | 0.4 | 0.9 | 1 | 0 | 0.0048 | 3 | -5 | 0.6
O=C(NCCCN1CCOCC1)c1ccc(CSCc2cccc(Cl)c2)o1 | -23 | 1.6 | 0.3 | 0 | 4 | -0.76 | 6 | 11 | -0.8
Cn1ncc([N+](=O)[O-])c1C(=O)Nc1ccc(-c2nc3ccccc3[nH]2)cc1 | 21 | -5.3 | -0.4 | 2 | -6 | · | 7 | -6 | 18
O=C(c1cc2c(ccc3ccccc32)oc1=O)N1CCN(CCO)CC1 | -340 | 1.3 | 0.2 | 4 | -4 | 0.014 | -11 | -1 | 0.2
O=C(Nc1ccc2c(c1)OCCO2)c1ccc(CN2CCOCC2)cc1 | -14 | -5.2 | -1.1 | 4[fluorescence artefact?] | 10 | 0.012 | -13 | -17 | 0.6
CCC1CCCCN1S(=O)(=O)Cc1ccccc1Cl (configuration not stated) | -1 | 0.9 | 1.7 | 1 | 33 | -0.034 | -4 | -5 | -0.2
O=C(CSc1nnnn1Cc1ccccc1)Nc1ccc2c(c1)OCCO2 | -24 | 0.8 | 0.9 | -9 | -2 | -5.1* | -5 | -6 | 0.2
Cc1cccn2c(=O)c(/C=C3\SC(=S)NC3=O)c(NCCCN3CCOCC3)nc12 | -11 | -3.2 | 0.1 | 3 | -253 | -4.6 | -106 | -17 | 1.6
CN(c1ccccc1)S(=O)(=O)c1cc(C(=O)Nc2nc3ccccc3[nH]2)ccc1Cl | -22 | 3.2 | -1.4 | 1 | -2 | -0.042 | -6 | -10 | 0.3
CC(=O)N1NC(=Nc2ccccc2)SC1(C)C | -20 | 0.4 | -0.5 | 3 | 1 | -1.1 | -21 | -2 | 55
O=C(OCC(=O)N1CCOCC1)c1c(Cl)ccc(Cl)c1Cl | 9 | -2.7 | -1.0 | 2 | -10 | 0.097 | 6 | -18 | -0.8
Cc1c(Cl)cccc1NC(=O)Nc1ccc(C(=O)N2CCCC2)cc1 | 10 | 0.2 | 1.2 | -5 | -2 | 0.7 | -18 | -2 | 63
CCOC(=O)c1c(NC(=O)CN2C(=O)NC3(CCCCC3C)C2=O)sc(C)c1C (configuration not stated) | 14 | 5.2 | -1.5 | 2 | 1 | 0.67 | 6 | -8 | 2.1
CCCC(=O)NC(c1ccco1)c1cc([N+](=O)[O-])c2cccnc2c1O (configuration not stated) | -88 | -0.9 | 0.7 | 0 | 0 | -0.034 | -11 | -34 | -0.4
COc1cc(CNCCN(C)C)ccc1OCc1c(F)cccc1Cl | 13 | 1.4 | 0.1 | 0 | 5 | 0.69 | 2 | -3 | 0.8
COc1ccc(NC(=O)CSc2nc3[nH]ncc3c(=O)n2-c2ccccc2OC)cc1OC | 11 | 2.2 | -0.8 | -2 | · | 0.74 | 8 | -4 | ·
CC(C)/C=C1\CCCCC1N(C)C(=O)NC(C)C (configuration not stated) | -7 | -0.8 | 1.4 | 0 | 2 | · | -2 | -3 | 0.2
CCCOc1ccc(-c2c(C(=O)N/N=C/c3ccc(OC)cc3)nnn2-c2nonc2N)cc1 | -231 | 0.0 | 1.0 | 17[fluorescence artefact?] | 3 | 0.65 | -14 | 11 | 1.3
COC(=O)Nc1ccc(S(=O)(=O)N2CCCC(C(=O)N3CCCCCC3)C2)cc1 (configuration not stated) | -10 | 1.6 | -0.1 | 5 | -20 | · | 1 | -1 | -0.5
S=C(NC1CCCCC1)N1CCN(Cc2ccccc2Cl)CC1 | 23 | -0.1 | 1.2 | 5 | · | 0.0033 | -7 | 5 | 0.3
Cc1cc2nnc(SCC(=O)N3CCN(c4ccccc4)CC3)n2c(N)n1 | -17 | -0.6 | 0.1 | -15 | -3 | 0.71 | -11 | -7 | 0.1

Entries above that contain a COOH group:
SMILES | Calpain2 inh | TNF death inh | PERK inhibitor | eIF4E 4G PPI | Rad51 HR inh | KCC2 mod | EBV gp42 inh | Mdm2 ligase inh | L929 necroptosis
O=C(O)CNC1=NCCCCC1 | -3 | -0.7 | 0.1 | -6 | -5 | 0.98 | -17 | -14 | 0.0
CCCOc1ccc(C(CC(=O)O)NC(=O)C23CC4CC(CC(C4)C2)C3)cc1 (configuration not stated) | -1 | 0.4 | 0.9 | 1 | 0 | 0.0048 | 3 | -5 | 0.6

Marked active in KCC2 mod, of those listed so far:
mol,Calpain2 inh,PERK inhibitor,eIF4E 4G PPI,KCC2 mod,EBV gp42 inh,Mdm2 ligase inh
O=C(CSc1nnnn1Cc1ccccc1)Nc1ccc2c(c1)OCCO2,-24,0.9,-9,-5.1*,-5,-6

Some entries already given, limited to Calpain2 inh, Mdm2 ligase inh and Rad51 HR inh:
Structure	Calpain2 inh	Mdm2 ligase inh	Rad51 HR inh
CCCOc1ccc(C(CC(=O)O)NC(=O)C23CC4CC(CC(C4)C2)C3)cc1 (configuration not stated)	-1	-5	0
O=C(NCCCN1CCOCC1)c1ccc(CSCc2cccc(Cl)c2)o1	-23	11	4

The list goes on:
SMILES | Calpain2 inh | TNF death inh | PERK inhibitor | eIF4E 4G PPI | Rad51 HR inh | KCC2 mod | EBV gp42 inh | Mdm2 ligase inh | L929 necroptosis
O=C(COC(=O)CCC(NC(=O)OCc1ccccc1)C(=O)OCC(=O)Nc1ccccc1)Nc1ccccc1 (configuration not stated) | 17 | 1.9 | 0.8 | -6 | 3 | -0.58 | -22 | -6 | 0.7
Cn1nnnc1SCCNCc1ccncc1 | -24 | -0.7 | 1.0 | -6[fluorescence artefact?] | 6 | · | -5 | -16 | -0.2
O=C(Cn1cnc2c(nnn2Cc2ccc(F)cc2)c1=O)NCC1CCCO1 (configuration not stated) | -7 | -1.2 | -0.2 | 1 | 8 | 0.32 | -25 | 9 | -0.1
Cc1csc(NC(=O)CSc2nnc(NC(=O)COc3ccccc3)s2)n1 | 9 | 1.8 | 0.8 | -4 | -3 | 0.7 | -22 | -6 | 1.7
CCOC(=O)c1ccc(Nc2nc(-c3cccnc3)nc3ccccc23)cc1 | 6 | -15 | -1.7 | -7[fluorescence artefact?] | -5 | 0.066 | -40 | 2 | 2.6
COc1cccc(C(c2nnnn2C(C)(C)C)N2CCN(C3CCCCC3)CC2)c1OC (configuration not stated) | 1 | 1.6 | -1.2 | 0 | 13 | · | -9 | 1 | 0.7
CCCC1(C(=O)OC)NC(c2ccco2)C2C(=O)N(c3ccc(C)cc3)C(=O)C21 (configuration not stated) | -40 | -2.9 | 0.0 | 2[fluorescence artefact?] | -3 | · | -2 | -7 | -0.3
N#Cc1ccc(COC(=O)c2ccc3c(=O)[nH]c(CN4CCOCC4)nc3c2)cc1 | 24 | 1.7 | -0.5 | -5 | 0 | · | -9 | -7 | 1.6
Cc1cccc(-n2c(C)n[nH]c2=S)c1C | 3 | -0.7 | -0.1 | 2 | -3 | 0.2 | -20 | -8 | 1.6
COc1ccc(C(=O)NNC(=O)Cc2ccc(-c3ccccc3)cc2)cc1OC | -43 | 0.0 | 0.2 | 5 | -2 | · | -21 | -6 | -0.1
COc1ccc(C(CCN2CCN(c3ccccc3)CC2)c2c(OC)cc(OC)c3c(-c4ccccc4)cc(=O)oc23)cc1 (configuration not stated) | -51 | 4.5 | · | 3 | -5 | 0.24 | -7 | -4 | 0.2
CCCCNC(=O)CO/N=C(\C)c1cc2ccccc2o1 | -16 | 0.6 | 0.5 | -3[fluorescence artefact?] | 3 | -0.15 | -6 | -1 | 1.0
O=C(NC1CCCC1)C(c1cccs1)N(Cc1ccco1)C(=O)c1csnn1 (configuration not stated) | 22 | -4.2 | -0.2 | 7 | -7 | -0.05 | -2 | -11 | -0.2
O=C(Cc1ccccc1)NN1C(=O)c2ccccc2C1=O | 22 | 0.5 | 0.3 | 1 | -21 | 0.13 | -10 | -11 | 0.6
Cc1ccc(NC(=O)c2nnn(-c3cccc(C(F)(F)F)c3)c2N)cc1 | -22 | 1.9 | 1.1 | 1 | 40 | -0.25 | 7 | -15 | 17
Cc1nn(C(C)c2n[nH]c(=S)n2-c2cccc(Cl)c2)c(C)c1[N+](=O)[O-] (configuration not stated) | -7 | -1.4 | 0.8 | 1 | -8 | -0.014 | -6 | · | 0.2
C#CCOCCOCCOCCNc1nc(N2CCN(C(=O)[C@H](Cc3ccc(O)cc3)n3cc([C@@H](N)CC(C)C)nn3)CC2)nc(N2CCN(C(=O)[C@H](Cc3cc4ccccc4[nH]3)n3cc([C@@H](N)CC(C)C)nn3)CC2)n1 | -44 | 0.9 | 1.2 | 2 | -3 | -0.1 | -9 | · | 0.1
Cc1[nH]n(-c2ccccc2)c(=O)c1C=Nc1ccc(S(=O)(=O)NC(N)=O)cc1 | -4 | -2.8 | -1.0 | 2 | 1 | 1 | -4 | -9 | -0.2
O=C1C2C3C=CC(C3)C2C(=O)N1c1cccnc1 (configuration not stated) | -1 | 1.8 | -0.2 | -2 | 9 | 0.17 | -11 | 5 | 0.1
CCC(C)(C)NC(=O)CN(C(=O)c1snc(C(N)=O)c1N)c1ccc2nc(C)sc2c1 | -7 | 1.6 | -1.1 | 5 | -6 | · | 8 | -10 | -1.2
COc1ccc(/C=C/C(=O)c2nc3ccccc3n2CC(=O)c2ccc(OC)cc2)cc1 | -122 | -12 | 0.1 | -2 | 0 | -0.21 | -7 | -10 | -0.2
Cc1nc2ccccc2c(=O)n1NC(=O)c1ccccc1[N+](=O)[O-] | -6 | 1.2 | 0.9 | -1 | -4 | 0.27 | -8 | -6 | 0.3
CC(=O)Nc1ccc(S(=O)(=O)Nc2nc3ccc([N+](=O)[O-])cc3s2)cc1 | -27 | 0.4 | 1.4 | 0 | -43 | -0.75 | -1 | -4 | 0.7
Cc1cccc(Nc2nc(N)nc(CN3CCN(c4ccc(F)cc4)CC3)n2)c1 | 11 | -0.8 | -1.6 | 0 | -2 | -0.86 | -18 | 1 | 0.5
O=C(O)CCn1cc(C(=O)O)c(-c2ccccc2)n1 | 14 | 2.7 | 1.4 | 3 | · | -0.45 | -12 | -8 | -0.1
COCCNC(=O)C(OC(=O)C1=Cc2ccccc2OC1)C(C)C (configuration not stated) | -47 | 0.3 | 0.6 | 2 | -6 | -0.79 | -27 | -1 | 4.9
CC(Sc1nnnn1-c1ccc(Cl)cc1)C(=O)NCC(=O)Nc1ccc(F)c(F)c1F (configuration not stated) | 18 | 0.1 | -0.1 | -43 | 24 | -0.57 | 1 | -6 | 0.6
CC(NC(=S)NCCN1CCOCC1)C12CC3CC(CC(C3)C1)C2 (configuration not stated) | -17 | 2.9 | 0.1 | -3 | -12 | 0.55 | -3 | -4 | -0.4
CSc1ccccc1NC(=O)c1ccc(Cl)s1 | 16 | -1.7 | 1.2 | -3 | -3 | -1.6 | -4 | -16 | -0.4
